TDP1 cell noCPT: qHTS for Inhibitors of human tyrosyl-DNA phosphodiesterase 1 (TDP1): qHTS in cells in absence of CPT | Potency, µM (series often up to 46.2 µM), without a hit: at the highest dose activity change, negative = growth inhibition, hits mostly inhibitors | DT40 Tdp1-/- hTDP1 cells, no CPT, ATP luminescence, 48 h | 420,000 tested, 15% active; also: nearly all actives have a fitted effect of over 55% in size
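Luminescent ATP content (CellTiter-Glo) served as the growth readout. Knockout chicken DT40 cells expressing human TDP1 were exposed to compounds without camptothecin for a minimum 48 hr at 37 °C.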
TDP1 cell CPT: qHTS for Inhibitors of human tyrosyl-DNA phosphodiesterase 1 (TDP1): qHTS in cells in presence of CPT | chicken DT40 Tdp1-/-;hTDP1 cells + 20 nM CPT, ATP luminescence, 48 h | Potency, µM (titrated, usually from 46.2 µM), without a hit: top-dose activity change, negative = growth inhibition, usual class: inhibitors | 420,000 tested, 12% active | AID 686979, 2013; also: nearly all actives have a fitted effect of over 55% in size
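Chicken DT40 Tdp1-/- cells stably complemented with human TDP1 were seeded at 400 cells/well in medium containing 20 nM camptothecin, exposed to pin-transferred compounds, and grown at 37 °C for at least 48 hr. Viability was read as ATP luminescence.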
GCN5L2 inh: qHTS Assay for Inhibitors of GCN5L2; Histone acetyltransferase KAT2A (Homo sapiens), Q92830; Potency, µM (series often up to 58.9 µM), for inactives: at the top dose activity change, negative = inhibition, most hits filed as inhibitors; 390,000 tested, 0.21% active; GCN5L2 HAT assay, ThioGlo1 CoA-SH fluorescence; AID 504327, 2011
Target sequence (Q92830 whole entry, looked up): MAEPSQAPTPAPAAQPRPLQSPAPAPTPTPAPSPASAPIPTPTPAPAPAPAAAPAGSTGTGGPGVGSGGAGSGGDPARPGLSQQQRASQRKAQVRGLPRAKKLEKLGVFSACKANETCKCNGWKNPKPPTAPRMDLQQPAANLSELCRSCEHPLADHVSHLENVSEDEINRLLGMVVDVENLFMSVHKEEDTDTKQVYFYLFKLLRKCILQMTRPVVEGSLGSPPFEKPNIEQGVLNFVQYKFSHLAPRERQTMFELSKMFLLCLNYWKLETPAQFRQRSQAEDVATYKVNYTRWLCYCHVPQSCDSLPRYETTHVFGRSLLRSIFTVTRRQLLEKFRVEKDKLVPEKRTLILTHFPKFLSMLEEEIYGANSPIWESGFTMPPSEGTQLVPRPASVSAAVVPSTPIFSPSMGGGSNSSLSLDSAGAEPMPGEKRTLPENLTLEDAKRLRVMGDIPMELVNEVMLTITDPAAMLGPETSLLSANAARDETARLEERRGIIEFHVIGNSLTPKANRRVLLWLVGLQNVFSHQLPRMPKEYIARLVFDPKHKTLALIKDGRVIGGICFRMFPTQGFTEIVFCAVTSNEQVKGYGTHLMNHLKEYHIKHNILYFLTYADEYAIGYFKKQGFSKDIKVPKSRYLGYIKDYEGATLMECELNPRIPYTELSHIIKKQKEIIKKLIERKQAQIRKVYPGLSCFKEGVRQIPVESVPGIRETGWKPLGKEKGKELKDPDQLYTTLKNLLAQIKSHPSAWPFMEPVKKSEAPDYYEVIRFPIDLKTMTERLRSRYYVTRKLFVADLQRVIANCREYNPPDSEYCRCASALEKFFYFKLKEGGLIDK
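GCN5L2 (20 nM) in 50mM HEPES pH 7.5, 0.1mM EDTA, 0.01% Tween-20 preincubated 15 min with compounds at room temperature. Reaction started with H3(1-25) 75uM, acetyl-CoA 70uM, ThioGlo1 50uM; CoA-thiol fluorescence (Ex340/Em540) read at 0 and 20 min.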
Starred values were filed as active, the others as inactive; u = inconclusive; x = not tested or not shown; [ ] = dose if it differs, or a comment. Calls follow the shape of the dose curve; as a rule, active = well fitted curve in the direction sought with a large enough effect; inconclusive = small, poorly fitted or top-dose-only effect, or another doubt; inactive = no such curve, though single readings can be large; an effect the other way counts as inactive or inconclusive. % is scaled to controls: 0 for no effect and ±100 for the full control effect; potency is read from the fitted curve at half-maximal effect.

| Compound | TDP1 cell noCPT | TDP1 cell CPT | GCN5L2 inh |
| --- | --- | --- | --- |
| OCC[C@@H]1C[C@H](O)[C@@H](O)[C@]2(CCCCO2)O1 | 19.9% | 5.3% | x |
| CCc1nc2c(OCc3ccc(Cl)cc3)cccn2c1N(C)C(=O)c1ccc2c(c1)OCO2 | u | u | x |
| Cc1c(C(c2ccccc2Br)c2c(C)n(C)n(-c3ccccc3)c2=O)c(=O)n(-c2ccccc2)n1C | -3.5% | -2.2% | -1.2% |
| Cc1cccc(Cc2nnc(CCC(=O)N(C)CCc3ccccc3)o2)c1 | u | -16.9% | -12.7% |
| Cc1cccc2cc(C#N)c(SCCN3CCCCC3)nc12 | u | u | x |
| Cc1cc(=O)oc2c(CN3CCN(CCO)CC3)c(O)ccc12 | u | 0.4% | u |
| CCOC(=O)N1CCC(Nc2c(NCCCN3CCN(c4ccc(OC)cc4)CC3)c(=O)c2=O)CC1 | 6.1% | -0.7% | -3.3% |
| O=C1Nc2ccccc2C12OC1CCCCC1O2 (centres undefined) | -17.7% | -10.1% | -6.6% |
| Cc1cccc2nc(-c3cccc(NS(=O)(=O)c4ccccc4)c3)cn12 | 23.1µM* | u | -4.0% |
| CCOc1ccc(N(C(=O)CNS(=O)(=O)c2ccccc2)C(CC)C(=O)NCc2ccco2)cc1 (centres undefined) | -23.1% | -4.9% | -3.4% |
| CCCC1NC(=O)c2cc3ccccc3cc2-n2c1nc1ccc(C)cc1c2=O (centres undefined) | 18.4µM* | u | x |
| CCS(=O)(=O)N1CCN=C1SCc1ccc(F)cc1 | 4.9% | 2.7% | -3.2% |
| N#Cc1ccc(Sc2ccccn2)c([N+](=O)[O-])c1 | u | u | 4.5% |
| O=C(CCn1c(=O)c2cccn2c2cccnc21)NCc1ccc(Cl)cc1 | u | -14.9% | -0.3% |
| S=C(Nc1ccc(Cl)cc1)Nc1cccc2cnccc12 | 23.1µM* | u | -4.2% |
| O=C(Nc1nnc(S(=O)(=O)N2CCCC2)s1)c1cccc([N+](=O)[O-])c1 | -5.9% | -24.1% | -27.0% |
| Cc1ccccc1CN(C)CC(=O)Nc1c(C)cccc1C(C)C | 3.26µM* | u | -6.4% |
| Cc1ccc(C)c(-n2c(SCC(=O)NC(C(=O)O)C(C)C)nnc2-c2cccc(Cl)c2)c1 (centres undefined) | -5.5% | 15.0% | 3.4% |
| O=C(Nc1cccc(F)c1)c1cccnc1NCCc1ccccc1 | u | u | -11.9% |
| Cc1ccccc1Nc1cc(C(=O)NCc2ccco2)c2ccccc2n1 | u | u | -5.6% |
| C1=C(c2ccccc2)Nc2ccccc2N=C1c1ccccc1 | u | u | -11.2% |
| C/C(=C\C(=O)Nc1nccs1)c1ccccc1 | -10.9% | -15.5% | x |
| N=c1c2c3c(sc2ncn1Cc1ccccc1)CCCC3 | u | -27.7% | -5.4% |
| COc1ccc(S(=O)(=O)N2CCC(C(=O)N[C@@H](C)C(=O)N3CCCCCC3)CC2)cc1 | 17.3% | -4.1% | 0.5% |
| CCOC(=O)c1oc2nc(C(C)C)c3c(c2c1N)CCC3 | u | u | -18.4% |

The closing 2 entries of the section above open the next one.
| Compound | TDP1 cell noCPT | TDP1 cell CPT | GCN5L2 inh |
| --- | --- | --- | --- |
| COc1ccc(S(=O)(=O)N2CCC(C(=O)N[C@@H](C)C(=O)N3CCCCCC3)CC2)cc1 | 17.3% | -4.1% | 0.5% |
| CCOC(=O)c1oc2nc(C(C)C)c3c(c2c1N)CCC3 | u | u | -18.4% |
| Cc1cc(N2CCN(S(=O)(=O)c3ccc4ccccc4c3)CC2)n2ncnc2n1 | u | u | -0.4% |
| Cc1nc2nc(-c3ccccc3)cc(=O)n2[nH]1 | -25.0% | u | -7.2% |
| COC(=O)c1cnc(NNC(=O)c2ccc([N+](=O)[O-])cc2)nc1C(F)(F)F | -9.9% | -0.1% | 2.8% |
| CC(C)CC1C(=O)N(Cc2cn(Cc3ccco3)nn2)CCS(=O)(=O)N1Cc1ccc(-c2ccc(F)nc2)cc1 (centres undefined) | 23.1µM* | u | x |
| CC1(C)Cc2c(c(N3CCOCC3)nc3sc4c(NCCN)ncnc4c23)CO1 | u | u | x |
| CCOc1ccc(NC(=O)CCN2C(=O)CSc3ccccc32)cc1 | u | u | 0.1% |
| Cc1ccc(N(Cc2ccccc2)C(=O)c2cccc(S(=O)(=O)N3CC(C)OC(C)C3)c2)cc1 (centres undefined) | 16.4µM* | 20.6µM* | -4.1% |
| Cc1ccc2c(Cl)c(C)c(N3CCOCC3)nc2n1 | -16.9% | 20.9% | x |
| COc1ccc(C(O)Cc2nc3ccccc3n2C)cc1OC (centres undefined) | -0.2% | -20.7% | -2.9% |
| CC(=O)N[C@@H](Cc1c[nH]c2ccccc12)C(=O)NC1CC1 | 11.0% | -5.5% | -1.9% |
| COc1ccc2cc3cc(C(=O)N4CCN(Cc5ccc6c(c5)OCO6)CC4)oc3nc2c1 | u | u | -34.2% |
| CN1CCN(NC(=O)c2cn(-c3ccccc3)nc2-c2cccc(Br)c2)CC1 | u | u | -5.2% |
| CCOC1(C(F)(F)F)NC(=O)N(Cc2ccc(OC)cc2)C1=O (centres undefined) | -9.7% | 4.0% | -2.4% |
| Cn1c(CS/C(N)=N/N=C/c2ccccc2)c(Br)c(=O)n1-c1ccccc1 | u | u | -15.9% |
| C=CCCCCCCCCc1nc(SCC(=O)O)n[nH]1 | -2.7% | 13.5% | -3.0% |
| COc1cccc(C2C(C(=O)c3sc(C)nc3C)=C(O)C(=O)N2CCN2CCOCC2)c1 (centres undefined) | 1.5% | -8.5% | -10.7% |
| O=C(Nc1ccccc1)C1=C[C@@H](c2ccc(C(F)(F)F)cc2)C[C@@H](OCCCCO)O1 | u | u | x |
| O=C(Nc1ccc(F)cc1)Nc1ccc(NC(=O)c2ccccc2O)cc1 | -17.0% | -5.0% | -2.5% |
| COc1ccc(-c2cc(C(F)(F)F)c3c(N)c(C(=O)NCCSC)sc3n2)cc1 | u | u | 2.3% |
| O=C(CCl)c1ccc2c(c1)CCN2C(=O)C1CCCCC1 | 1.64µM* | 1.3µM* | -6.2% |
| CCN(CC)S(=O)(=O)c1ccc2c(c1)c(C(=O)O)cn2C | -11.3% | 5.6% | -1.2% |
| Cc1ccc(OCC(=O)OC2CCS(=O)(=O)C2)cc1 (centres undefined) | -16.3% | -5.7% | 1.0% |
| CCCCC(=O)NNC(=O)CC(=O)Nc1ccccc1C(=O)O | 15.8% | 3.8% | -8.5% |
| Cc1ccc(S(=O)(=O)N/N=C/c2cccs2)cc1 | 14.5% | 2.6% | -4.2% |
| Cc1onc(-c2ccccc2)c1C(=O)N1CCN(Cc2ccccc2)CC1 | u | -20.5% | -5.6% |

| Compound | TDP1 cell noCPT | TDP1 cell CPT | GCN5L2 inh |
| --- | --- | --- | --- |
| C[C@@H]1NC(=O)[C@@H](N)CNC(=O)[C@H](C2CCNC(N)=N2)NC(=O)/C(=C/NC(N)=O)NC(=O)[C@H](CNC(=O)C[C@@H](N)CCCN)NC1=O (some centres undefined) | -13.4%[21.1 µM] | -2.3%[21.1 µM] | x |
| CCOC(=O)CN1C(C(=O)c2ccccc2)=C(OC(=O)c2ccccc2)c2ccccc2S1(=O)=O | 25.9µM* | 20.6µM* | -10.0% |
| Cc1ccc(C(=O)C(C)OC(=O)CNC(=O)c2ccc(Br)o2)cc1 (centres undefined) | -11.1% | -19.8% | 3.9% |
| COc1ccc(NC(=O)CSc2nc(N)cc(=O)[nH]2)cc1S(=O)(=O)N1CCCCC1 | u | -21.8% | -3.1% |
| S=c1[nH]nc(-c2cc(-c3ccccc3)n[nH]2)n1/N=C/C(Br)=C/c1ccccc1 | 2.59µM* | 2.91µM* | u |
| NC(=O)c1ccsc1NC(=O)COC(=O)Cc1ccccc1Cl | 0.0% | -23.0% | 1.4% |
| Cc1ccc(CNC(=O)N2CCN(C)CC2)cc1 | -1.7% | -7.2% | -3.2% |
| CCOc1ccc(N2C(=O)CC(NCCc3c[nH]c4ccccc34)C2=O)cc1 (centres undefined) | -9.9% | 1.5% | -15.8% |
| CC(=O)Nc1c(-c2ccccc2Cl)c(=O)c2ccccc2n1C | -4.3% | -12.1% | 1.8% |
| CCC(c1nnnn1-c1ccc2c(c1)OCCO2)N1CCN(c2cccc(C)c2C)CC1 (centres undefined) | 18.4µM* | u | x |
| Cc1ccc2occ(/C=N/NC(=O)c3ccncc3)c(=O)c2c1 | -13.7% | 0.5% | -2.9% |
| CCCc1ccc(C(=O)CN2C(=O)C(=O)N(C3CCCC3)C2=O)cc1 | 1.7% | -14.2% | -7.3% |
| COc1ccc(-c2nc3cnc(N4CCNCC4)nc3n(Cc3cccs3)c2=O)cc1 | u | u | u |
| O=C1CCCc2[nH]c3cccc(/C(=C/c4ccccc4)c4ccccc4)c3c21 | 18.4µM* | u | 3.1% |
| O=C(CSc1nnc(COc2ccc(Cl)cc2)o1)N1CCOCC1 | -18.9% | -9.1% | u |
| Cc1c(-c2csc(N)n2)cnn1C | 6.4% | u | -2.2% |
| CC(=O)NCC1CCCN(Cc2cn(-c3ccccc3)nc2-c2ccc3c(c2)OCO3)C1 (centres undefined) | u | u | -2.5% |
| COc1ccc(NC(=O)C2CCN(S(=O)(=O)c3c(C)noc3/C=C/c3cccs3)CC2)cc1 | u | -26.6% | -3.4% |
| COc1cccc(OCC(=O)NC2CC(=O)N(c3ccc4c(c3)OCCO4)C2)c1 (centres undefined) | 6.6% | 0.1% | -1.5% |
| C=CCNC(=O)CN(CCc1ccccc1)S(=O)(=O)c1ccccc1 | 5.0% | -1.3% | 5.3% |
| COc1ccc(Cl)cc1NC(=O)CCC(=O)N1CCOc2ccccc21 | u | u | -6.1% |
| Cn1c(SCc2c(F)cccc2Cl)nc2ccccc2c1=O | -27.5% | -24.8% | -2.7% |
| O=C(c1ccco1)N(Cc1ccccc1)Cc1ccccn1 | -15.4% | -12.7% | 4.0% |
| Cc1c(-c2ccc(/C=N/NC(=O)C(=O)Nc3ccccc3F)o2)cccc1[N+](=O)[O-] | -18.1% | 1.7% | -2.0% |
| NNC(=O)c1ccc(COCC(F)(F)F)cc1 | 1.9% | 17.4% | -9.4% |

| Compound | TDP1 cell noCPT | TDP1 cell CPT | GCN5L2 inh |
| --- | --- | --- | --- |
| CCOC(=O)c1oc2ccccc2c1COC(=O)CNC(=O)c1cc(OC)c(OC)c(OC)c1 | -24.3% | -3.4% | 0.5% |
| CCN(CC)CCNC(=O)c1ccc(NC(=O)c2cccc(S(=O)(=O)N(C)C3CCCCC3)c2)cc1 | -3.2% | u | x |
| CN1C(=O)CN(CCN2CC(=O)N(C)C(=O)C2)CC1=O | 4.8% | 6.3% | x |
| Cc1c(C(=O)NCC2CCCO2)oc2ccc(S(=O)(=O)N3CC(C)CC(C)C3)cc12 (centres undefined) | u | u | -7.0% |
| CCC(=O)N1CCc2cc(Br)cc(S(=O)(=O)CCC(=O)NCc3ccccc3OC)c21 | -6.9% | -2.4% | -1.9% |
| CCOC(=O)c1cc(CC)sc1NC(=O)COc1ccc2c(C)cc(=O)oc2c1 | u | u | 0.4% |
| O=C(Nc1ccc2c(c1)OCO2)C1CCN(C(=O)c2ccc(Cl)cc2)CC1 | 4.7% | -28.4% | -14.6% |
| Cc1ccc(S(=O)(=O)N(C)C)cc1-n1c(SCC(=O)N(C)C)nc2ccccc2c1=O | -28.2% | -2.7% | 0.5% |
| CCN(CC)S(=O)(=O)c1ccc(N=Nc2cc(C)cc(Br)c2O)cc1 | u | -22.1% | x |
| O=C(Cn1ncc2c1-c1ccccc1OC2)N1CCc2ccccc21 | u | u | -5.7% |
| CCOc1ccc(NC(=O)CN2C(=O)c3ccccc3C2=O)cc1 | -16.9% | -14.1% | -1.9% |
| O=c1[nH]c(-c2ccccc2)cnc1-c1ccccc1 | -2.1% | 8.2% | x |
| O=C(CNC(=O)c1cccc(Br)c1)N/N=C/c1cccs1 | 13.6% | 1.5% | -16.0% |
| CC(Sc1nc(-c2ccccc2)cc(C(F)(F)F)n1)C(=O)N1CCC(C(N)=O)CC1 (centres undefined) | -12.9% | -29.2% | -2.2% |
| CCOC(=O)C1=C(O)C(=O)N(C2CCCCC2)C1 | 2.5% | 15.1% | 1.3% |
| CCOC(=O)c1c(C)[nH]c(NC(=O)Nc2ccc(NC(C)=O)cc2)c1C | 5.8% | -11.2% | -5.8% |

Record cards, from the list above:
CCN(CC)S(=O)(=O)c1ccc(N=Nc2cc(C)cc(Br)c2O)cc1 is entered as TDP1 cell noCPT = u; TDP1 cell CPT = -22.1%; GCN5L2 inh = x
O=c1[nH]c(-c2ccccc2)cnc1-c1ccccc1 is entered as TDP1 cell noCPT = -2.1%; TDP1 cell CPT = 8.2%; GCN5L2 inh = x

From PubChem BioAssay

Not all compounds are listed; count on the stated rates, not on these rows.
